# TLR9-MyD88 block: inhibitors of TLR9-MyD88 association in cells, primary screen, cell-based, CHO, BLA complementation, fluorescence. AID 504734, 2011. 340,000 compounds, 0.21% hits. CCF4 FRET ratio. inhibition, % at 4.98 µM;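 active = inhibition above the mean over all tested compounds plus 3 SD, cut at about 21% in these data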;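 also: 0% = DMSO only wells and 100% = clavulanate BLA inhibitor control wells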
# TROY signal inh: inhibitors of TROY-driven NF-kB signaling, primary screen, Q293 LMP1-TROYcd cells, NF-kB luciferase, uHTS; Q293 LMP1-TROYcd NF-kB luciferase reporter, 4 h; inhibition, % at 10 µM; 360,000 compounds, 0.98% hits;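 active = compounds whose plate-normalised and pattern-corrected inhibition of the luciferase reporter signal at the single screening dose is 50% or more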
# NOD2-RIPK2 inh: NOD2-RIPK2 binding disruptors in cells, primary screen, fluorescence, CHO cells, BLA complementation | CCF4 ratio | inhibition, % at 4.98 µM | Receptor-interacting serine/threonine-protein kinase 2 (Homo sapiens), O43353 | 360,000 compounds, 0.38% hits; in the data active = inhibition above about 21%;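 also: 0% = vehicle only and 100% = reference blocker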
# TRAIL sens C8: viability loss with TRAIL in NB7+C8 cells, primary screen, TRAIL sensitizer project, cell-based, ATPlite luminescence | inhibition (viability loss, TRAIL sensitization), % at 10 µM | 360,000 compounds, 1% hits;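 active = compounds causing at least 50% loss of cell viability in the single-dose screen, relative to plate controls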
# SRC3 inh: SRC3 coactivator transcriptional activity inhibitors, primary screen, cell-based, luminescence | Nuclear receptor coactivator 3 (Homo sapiens), Q9Y6Q9 | HEK293 GAL4-SRC3 luciferase reporter | inhibition, % at 3.6 µM | 360,000 compounds, 0.17% hits | AID 588352, 2011;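 active = inhibition above a per-campaign cutoff, the mean of all compounds plus 3 SD, cut at about 60% in these data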;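 also: 0% = DMSO-treated cells and 100% = gossypol-treated cells at 36 µM; higher means less SRC3-driven luciferase light from the GAL4 reporter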
# SRC1 inh: SRC1 coactivator transcriptional activity inhibitors, primary screen, cell-based, luminescence | Nuclear receptor coactivator 1 (Homo sapiens), Q15788 | HEK293 GAL4-SRC1 luciferase reporter | inhibition, % at 3.6 µM | 360,000 compounds, 0.12% hits | AID 588354, 2011;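 active = inhibition above the campaign mean plus 3 SD, with each screening campaign given its own cutoff, cut at about 60% in these data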;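 also: 0% = DMSO treated cells and 100% = gossypol at 36 µM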
# EBV LMP1 NFkB: EBV LMP1-driven NF-kappaB luciferase reporter inhibitors, primary screen, cell-based, luminescence, single point; LMP1-induced NF-kappaB luciferase reporter cells; inhibition, % at 12.5 µM; 350,000 compounds, 0.69% hits; AID 504558, 2011; in the data active = inhibition above about 41%;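 also: 0% = neutral control wells and 100% = reference inhibitor control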
# SRC2 inh: inhibition of GAL4-SRC2 driven luciferase reporter, primary screen, SRC2 inhibitor project, cell-based, luminescence | 370,000 compounds, 0.17% hits | inhibition, % at 9 µM | Nuclear receptor coactivator 2 (Homo sapiens), Q15596 | HEK293 GAL4-SRC2 luciferase reporter | AID 651957, 2012;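 active = inhibition above the mean inhibition of all tested compounds plus 3 SD, set per campaign, cut at about 52% in these data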;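 also: 0% = DMSO treated cells and 100% = cells given Gossypol at 36 µM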
# LRH-1 inv ag: LRH-1 (NR5A2) inverse agonists, primary screen, cell-based, luminescence, HEK293T, StAR-luciferase reporter. 360,000 compounds, 0.13% hits. LRH-1 transfected, 24 h. inhibition, % at 3.6 µM;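 active = inhibition above the mean inhibition of all tested compounds plus 3 SD, cut at about 73% in these data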;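 also: 0% = DMSO wells and 100% = reporter-only cells lacking LRH-1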
# TWEAK-Fn14 inh: inhibitors of TWEAK-Fn14 signaling, primary screen, luciferase reporter cells, uHTS; inhibition, % at 10 µM; 360,000 compounds, 2% hits; AID 1159606, 2016; TWEAK-stimulated Fn14 reporter cells, luciferase luminescence, 8 h; in the data active = inhibition above about 50%
# COUP-TFII inh: NR2F2 transcriptional activity inhibitors, primary screen, cell-based, luciferase reporter, HEK293T, luminescence; inhibition, % at 8.6 µM; 370,000 compounds, 0.7% hits; HEK293T NGFI-A luciferase reporter; AID 686940, 2013; COUP transcription factor 2 (Homo sapiens), P24468;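 active = inhibition above a per-plate cutoff, mean inhibition of test wells between control levels plus 3 SD, cut at about 38% in these data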;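 also: cells cotransfected with COUP-TFII expression vector driving the NGFI-A reporter; 0% = median of COUP-TF2 test wells and 100% = reporter-only cells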
# Active calls of the source: *; . = no result given.
# Below each SMILES: TLR9-MyD88 block	TROY signal inh	NOD2-RIPK2 inh	TRAIL sens C8	SRC3 inh	SRC1 inh	EBV LMP1 NFkB	SRC2 inh	LRH-1 inv ag	TWEAK-Fn14 inh	COUP-TFII inh
Cc1ccc(S(=O)(=O)N2CCN(C(=O)C3CCN(c4ncnc5sc(C)c(C)c45)CC3)CC2)c(C)c1
    2	42	2	33	-1	-11	18	-12	17	51*	-3
CCCCN(C)CCCNC(=O)CCn1nc(-c2ccccc2)ccc1=O
    -4	7	4	-5	14	0	-1	-11	-3	7	-1
Cc1ccc2c(c1)C(=O)C(=O)N2CC(=O)OC(C)C
    -7	-3	-19	1	-3	16	0	15	-5	16	-7
COc1ccc(/C=N/NC(=O)c2nc(-c3ccccc3)n(-c3ccccc3)n2)cc1OC
    1	-7	1	-1	15	12	4	-10	1	-8	-1
COc1cc(CNCCc2c[nH]c3ccccc23)ccc1OCc1ccc(F)cc1
    -4	-26	3	-14	12	2	-23	28	2	-2	0
CCOC(=O)c1c(C)oc2c1c(CN1CCN(CCO)CC1)c(O)c1ccccc12
    10	-41	5	-1	-88	-99	-23	-41	-70	-9	-37
O=c1[nH]c2ccccc2n2c(=S)[nH]nc12
    -5	10	-9	10	9	7	1	0	-12	-3	15
Cc1c(N)cc(C(=O)N2CCOCC2)cc1[N+](=O)[O-]
    1	26	0	-2	-5	-5	-4	-25	6	-16	1
CCN(CC)CC(C)CNC(=O)CN1C(=O)CSc2ccc(S(=O)(=O)N3CCOCC3)cc21 (configuration not stated)
    -1	4	6	0	0	-29	-13	10	-4	11	-4
O=C(/C=C/c1ccccc1)Nc1sc2c(c1C(=O)O)CCC2
    -10	0	-1	-5	-4	-57	-5	-46	-57	-1	-10
CCOc1ccc(NC(=S)N2CCC(NC(=O)c3ccccc3)CC2)cc1
    0	8	-10	-18	9	-3	1	-36	4	-4	-10
CC(C)(C)OC(=O)N1CCN(C(=O)Cn2cc(CCO)nn2)CC1
    0	-8	-7	-5	10	-2	1	7	20	1	10
CNC[C@@H]1OCc2ccccc2-c2ccccc2C(=O)N([C@H](C)CO)C[C@@H]1C
    3	-13	-2	3	-5	-9	-5	-12	-16	4	-6
CCCOc1cccc(C2C(C(=O)c3ccco3)=C(O)C(=O)N2c2nnc(C)s2)c1 (configuration not stated)
    11	-25	-8	-2	-16	-1	8	-2	-20	17	-3
Cc1ccc(C(C)C)c(OCCNC(=S)Nc2cccc3ccccc23)c1
    -1	23	-2	-11	0	-27	-8	-5	-5	12	15
CN(C)c1nc(OCC(=O)NC(C)(C)C)nc(N(C)C)n1
    -2	-4	-7	-5	3	8	5	5	-12	-8	-1
CCNC(=O)C1CCCN(C(=O)Cc2cccs2)CC1 (configuration not stated)
    .	12	-2	3	3	-4	.	7	2	1	7
CC(=O)c1cccc(OCC(O)CNCCc2ccc(Cl)cc2)c1 (configuration not stated)
    -11	0	5	-10	2	-40	-4	-25	-3	-22	-4
COc1cc(OC)cc(C(=O)Nc2ccc(S(=O)(=O)N(C)C)cc2)c1
    2	3	1	-1	9	-10	-9	-10	10	13	-2
Cc1ccc(S(=O)(=O)N(CC(O)CN2C(=O)NC(C)(C)C2=O)c2cccc([N+](=O)[O-])c2)cc1 (configuration not stated)
    2	4	-12	-7	-5	22	-6	12	7	5	0

# 7 structures from above, ordered by number of heavy atoms, descending:
# Below each SMILES: TLR9-MyD88 block	TROY signal inh	NOD2-RIPK2 inh	TRAIL sens C8	SRC3 inh	SRC1 inh	EBV LMP1 NFkB	SRC2 inh	LRH-1 inv ag	TWEAK-Fn14 inh	COUP-TFII inh
CCN(CC)CC(C)CNC(=O)CN1C(=O)CSc2ccc(S(=O)(=O)N3CCOCC3)cc21 (configuration not stated)
    -1	4	6	0	0	-29	-13	10	-4	11	-4
CNC[C@@H]1OCc2ccccc2-c2ccccc2C(=O)N([C@H](C)CO)C[C@@H]1C
    3	-13	-2	3	-5	-9	-5	-12	-16	4	-6
Cc1ccc(C(C)C)c(OCCNC(=S)Nc2cccc3ccccc23)c1
    -1	23	-2	-11	0	-27	-8	-5	-5	12	15
COc1cc(OC)cc(C(=O)Nc2ccc(S(=O)(=O)N(C)C)cc2)c1
    2	3	1	-1	9	-10	-9	-10	10	13	-2
CC(C)(C)OC(=O)N1CCN(C(=O)Cn2cc(CCO)nn2)CC1
    0	-8	-7	-5	10	-2	1	7	20	1	10
CCNC(=O)C1CCCN(C(=O)Cc2cccs2)CC1 (configuration not stated)
    .	12	-2	3	3	-4	.	7	2	1	7
Cc1c(N)cc(C(=O)N2CCOCC2)cc1[N+](=O)[O-]
    1	26	0	-2	-5	-5	-4	-25	6	-16	1

# Sorted by value in SRC2 inh (smallest number first): three from the list above
mol	TLR9-MyD88 block	NOD2-RIPK2 inh	SRC3 inh	SRC1 inh	EBV LMP1 NFkB	SRC2 inh	LRH-1 inv ag	TWEAK-Fn14 inh	COUP-TFII inh
CCCCN(C)CCCNC(=O)CCn1nc(-c2ccccc2)ccc1=O	-4	4	14	0	-1	-11	-3	7	-1
COc1ccc(/C=N/NC(=O)c2nc(-c3ccccc3)n(-c3ccccc3)n2)cc1OC	1	1	15	12	4	-10	1	-8	-1
Cc1ccc(C(C)C)c(OCCNC(=S)Nc2cccc3ccccc23)c1	-1	-2	0	-27	-8	-5	-5	12	15

# Next section
# Below each SMILES: TLR9-MyD88 block	TROY signal inh	NOD2-RIPK2 inh	TRAIL sens C8	SRC3 inh	SRC1 inh	EBV LMP1 NFkB	SRC2 inh	LRH-1 inv ag	TWEAK-Fn14 inh	COUP-TFII inh
CCc1cc2c(cc3c(=O)n(CC(=O)NCCCN4CC(C)CC(C)C4)ncn32)s1 (configuration not stated)
    7	-15	-6	24	13	-4	-5	-3	16	0	15
CCOCc1c(C(=O)Nc2ccc(OC)nc2)oc2ccccc12
    -5	-10	3	3	-11	-9	-3	-17	-3	3	-1
COc1ccc(Oc2ncnc3c2oc2ccc(Br)cc23)cc1
    -1	-37	-4	-4	-20	-11	-13	-12	9	-14	-11
CC(=O)N1c2ccc(S(=O)(=O)NCCC(=O)NCc3ccc(Cl)cc3)cc2CC1C (configuration not stated)
    -7	21	7	13	0	3	4	6	18	-8	8
O=C(COC(=O)c1ccccc1-n1cnnn1)c1ccccc1
    3	36	3	-3	-6	-21	-12	-33	1	30	-3
CC(C)CCn1cnc2c1c(=O)[nH]c(=O)n2Cc1ccccc1
    -14	-12	-4	-8	3	0	8	8	13	6	1
CCCN1CCC(=NNc2ccc(S(N)(=O)=O)cc2[N+](=O)[O-])CC1
    7	-4	3	-1	8	-12	-2	12	-1	-4	-7
CCn1nc(C)c(CN2CCc3c([nH]c4ccccc34)C2C(C)(C)C)c1C (configuration not stated)
    1	2	13	0	15	7	-11	-26	-1	14	10
O=C(CN1CCCCCC1)NC(c1ccccc1)c1ccccc1
    -3	1	-1	11	-2	-3	10	-7	-7	3	-8
CC(=O)c1ccc(S(=O)(=O)NC2CCSc3ccccc32)cc1 (configuration not stated)
    0	-2	-4	3	4	-3	0	-4	7	10	16
Cc1ccc(NC(=O)Nc2ccc(Cl)c(Cl)c2)nc1
    4	-38	-7	11	-21	-17	-46	11	5	-9	-21
COCCC(=O)N1CCCC(C(=O)c2ccc(C(F)(F)F)cc2)C1 (configuration not stated)
    1	18	1	-2	8	9	49*	24	3	-2	0
CCN1CCN(S(=O)(=O)c2ccc(Cl)c(C(=O)N(C)Cc3ccccc3)c2)CC1
    2	7	-9	-14	21	-22	-7	3	8	-35	2
O=C(CSc1ncn[nH]1)N(C1CCCCC1)C1CCCCC1
    3	2	4	1	9	-8	8	11	22	-8	8
Cc1ccccc1NC(=O)CSc1nc(-c2ccccc2)cc(=O)[nH]1
    -15	4	-9	11	3	-8	3	-32	-1	-14	19
Cc1nc(SCC(=O)NC2CCS(=O)(=O)C2)c2c3c(sc2n1)CCCC3 (configuration not stated)
    1	-5	6	-10	0	-11	-3	-4	-4	-12	-13
CC(C)CC(NC(=O)CNC(=O)C1O[C@@H]2OC(C)(C)O[C@@H]2[C@H]2OC(C)(C)O[C@@H]12)C(=O)O (some centres not stated)
    4	1	-1	2	6	-2	1	10	4	13	10
O=C(CN1c2cccc3cccc(c23)S1(=O)=O)N1CCN(c2ccc(F)cc2)CC1
    16	12	2	3	2	-2	-1	-4	7	0	12
O=C(O)CCN=CC1=C(O)CC(c2ccccc2)CC1=O (configuration not stated)
    2	-9	2	-12	1	-33	-4	2	-6	13	0
Cc1cc(N2C(=O)C=CC2=O)c([N+](=O)[O-])cc1C
    0	3	22*	-3	-15	-4	-7	.	-7	-3	.

# Full records as entered above. Values in the order: TLR9-MyD88 block, TROY signal inh, NOD2-RIPK2 inh, TRAIL sens C8, SRC3 inh, SRC1 inh, EBV LMP1 NFkB, SRC2 inh, LRH-1 inv ag, TWEAK-Fn14 inh, COUP-TFII inh
# `COc1cc(OC)cc(C(=O)Nc2ccc(S(=O)(=O)N(C)C)cc2)c1` is listed with 2, 3, 1, -1, 9, -10, -9, -10, 10, 13, -2
# `O=C(/C=C/c1ccccc1)Nc1sc2c(c1C(=O)O)CCC2` is listed with -10, 0, -1, -5, -4, -57, -5, -46, -57, -1, -10

# Remaining list, next part
# Below each SMILES: TLR9-MyD88 block	TROY signal inh	NOD2-RIPK2 inh	TRAIL sens C8	SRC3 inh	SRC1 inh	EBV LMP1 NFkB	SRC2 inh	LRH-1 inv ag	TWEAK-Fn14 inh	COUP-TFII inh
COC(=O)c1ccc(NC(=O)C(=O)N2CCN(C(=S)Nc3cccc(OC)c3)CC2)cc1
    1	14	-6	7	-8	14	-7	28	-29	5	5
Cc1c(Cl)cccc1NC(=O)CN1CCN(CCN=CC2=C(O)CC(c3ccccc3)CC2=O)CC1 (configuration not stated)
    -9	4	0	-3	7	-14	0	-20	12	-17	-3
O=C(c1cccc(Br)c1)N1CCCC1
    2	-5	-7	-6	6	9	2	11	10	3	6
N#Cc1nc(-c2ccc(OCc3ccccc3)cc2)oc1NCCCN1CCOCC1
    7	-4	-3	-2	-3	-15	7	-14	0	43	-1
Cn1c(N2CCN(C(=O)Nc3ccc(F)cc3)CC2)nc2ccccc21
    -1	6	-9	2	18	-10	13	-39	-11	-2	2
CC(C)(C)c1ccc(NS(=O)(=O)c2ccc(N)cc2)cc1
    -10	-21	1	2	16	1	1	-26	5	-20	-11
Cc1cccc(C(=O)N2CCC(=O)N(C(COCc3cccc(C(F)(F)F)c3)Cc3ccccc3)CC2)c1 (configuration not stated)
    -6	0	1	0	-2	-21	11	-15	12	-6	-2

# The list is partial; the hit share may differ from the screen's.
